# Screening data (PubChem)
# D1 potentiator: potentiators of human D1 dopamine receptor. P21728. 360,000 compounds, 0.036% hits. HEK293 TREx D1 cells, calcium flux, dopamine EC20 potentiation. potentiation, % at 10 µM; in the data active = potentiation above about 30%; note: 0% is about no effect
# Target sequence (P21728 whole entry, looked up): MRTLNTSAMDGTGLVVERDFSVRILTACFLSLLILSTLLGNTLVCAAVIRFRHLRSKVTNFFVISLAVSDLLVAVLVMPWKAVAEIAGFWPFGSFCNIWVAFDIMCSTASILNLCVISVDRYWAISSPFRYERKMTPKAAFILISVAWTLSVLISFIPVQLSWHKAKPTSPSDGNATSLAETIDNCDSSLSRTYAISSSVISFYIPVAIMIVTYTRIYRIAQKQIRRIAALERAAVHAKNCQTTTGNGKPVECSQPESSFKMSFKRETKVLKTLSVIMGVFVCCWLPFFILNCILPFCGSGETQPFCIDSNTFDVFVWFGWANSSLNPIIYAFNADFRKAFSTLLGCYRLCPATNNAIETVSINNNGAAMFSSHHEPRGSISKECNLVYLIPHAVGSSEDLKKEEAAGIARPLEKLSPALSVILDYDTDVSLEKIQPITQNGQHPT
# TRHR agonist: activates the human TRH receptor; P34981; TRHR cells, calcium flux fluo-8, FDSS agonist mode; activation, % at 2 µM; 360,000 compounds, 0.18% hits; note: 0% is about no effect
#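 Read-out: compound-evoked intracellular calcium rise in TRHR cells, fluo-8 dye, kinetic FDSS fluorescence at 1 s/cycle following a 10-cycle baseline. Cells cultured overnight before dye loading (30 min–1.5 h, RT).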
# D2 PAM: positively modulates the human D2 dopamine receptor allosterically | P14416 | HEK293 T-REx D2, calcium flux, EC20 dopamine potentiation | potentiation, % at 10 µM | 340,000 compounds, 0.34% hits;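 active = potentiation over 3 SD above the plate norm, cut at about 30% in these data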; note: 0% is about no effect
# Target sequence (P14416 whole entry, looked up): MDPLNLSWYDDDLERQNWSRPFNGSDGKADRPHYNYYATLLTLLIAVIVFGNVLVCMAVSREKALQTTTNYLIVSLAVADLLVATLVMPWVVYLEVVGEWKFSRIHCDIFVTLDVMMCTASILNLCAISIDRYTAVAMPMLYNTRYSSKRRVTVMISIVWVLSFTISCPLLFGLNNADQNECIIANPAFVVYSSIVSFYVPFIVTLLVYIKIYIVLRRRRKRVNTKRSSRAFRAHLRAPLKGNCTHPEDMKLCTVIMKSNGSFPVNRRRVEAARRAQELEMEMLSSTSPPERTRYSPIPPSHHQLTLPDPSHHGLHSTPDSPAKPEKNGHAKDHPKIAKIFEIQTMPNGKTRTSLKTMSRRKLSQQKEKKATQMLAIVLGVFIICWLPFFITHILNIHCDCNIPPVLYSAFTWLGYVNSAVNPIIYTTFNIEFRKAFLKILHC
#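 Potentiation of an EC20 dopamine calcium response measured kinetically over 180 s, after a preceding 180 s compound-only read flagging agonists. Cells: inducible Hek293 Trex D2 line, 4000/well, cultured overnight at 30 C before dye loading.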
# TRHR enhancer: TRH receptor (human) allosteric enhancement; TRHR cells, fluo-8 calcium fluorescence, EC20 TRH enhancement; enhancement, % at 2 µM; 360,000 compounds, 0.66% hits; AID 493056; in the data active = enhancement above about 30%; note: 0% is about no effect
#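 Enhancer read-out: after compound pinning and an initial kinetic agonist-mode read, an EC20 of TRH (10 nM final) was injected and fluo-8 calcium signal (Ex 480/Em 530) followed at 1 s/cycle for 100 cycles in TRHR-expressing cells.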
# D1 antag: antagonists of human D1 dopamine receptor; HEK293 TREx D1 cells, calcium flux, dopamine EC80; stronger effect = lower value; activity change, negative = inhibition, % at 10 µM; 360,000 compounds, 3.2% hits; AID 504652; in the data active = activity change below about -30%; note: % is set by controls: 0 for no effect and ±100 for the full control effect
#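 Calcium flux readout: force-coupled, inducible Hek293 Trex D1 line, cells induced overnight at 30 C with tetracycline, dye-loaded 30–90 min at RT. Antagonism scored against EC80 dopamine challenge given 180 s after compound.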
# RXFP1 antagonist: blocks the human relaxin receptor RXFP1. AID 1259400. activity change, negative = inhibition, % at 57.5 µM. 350,000 compounds, 0.59% hits. Q9HBX9. HEK293-RXFP1, relaxin-stimulated cAMP HTRF, 30 min; stronger effect = lower value;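 active = activity change of -60% or lower, but not beyond a set lower limit; inconclusive = change between -60% and -40%, or beyond the set limit; inactive = change above -40%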; note: % is set by controls: 0 for no effect and ±100 for the full control effect
# D1 ag: agonists of human D1 dopamine receptor | HEK293 T-REx D1 cells, calcium flux, agonist mode | 360,000 compounds, 1% hits | AID 504660 | activation, % at 2 µM | P21728; note: 0% is about no effect
#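 Agonism was scored from calcium flux recorded over 180 s (1 read/s) after pintool compound addition, following a 10-cycle baseline. Cells were inducible force-coupled HEK293 TREx D1, plated overnight at 30 C and loaded with no-wash calcium dye.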
# D2 antag: antagonists of human D2 dopamine receptor; 340,000 compounds, 2% hits; inhibition, % at 10 µM; HEK293 TREx D2 cells, calcium flux, dopamine EC80; P14416; in the data active = inhibition above about 30%; note: 0% is about no effect
#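 Calcium mobilization kinetics were recorded at 1 s intervals in tetracycline-induced HEK293 T-REx D2 cells, first for 180 s after compound addition and then 180 s after EC80 dopamine.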
# D2 ag: D2 dopamine receptor (human) agonism; activation, % at 2 µM; 340,000 compounds, 0.53% hits; P14416; HEK293 T-REx D2 cells, calcium flux agonist mode; AID 485358;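 active = activation over 3 SD above normal in the single-dose calcium agonist read, cut at about 30% in these data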; note: 0% is about no effect
#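 Agonism is scored from calcium flux in a force-coupled, inducible HEK293 cell line expressing D2, read kinetically for 180 s after compound addition against dopamine controls.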
# Starred values were filed as active, the others as inactive; ? = inconclusive; . = not tested or not shown. Cut-off read from the data, not from the text of the source, unless noted: active = activation above about 30%; inactive = the rest. Random draw from the library. Share with any hit: about 7.3%.
SMILES,D1 potentiator,TRHR agonist,D2 PAM,TRHR enhancer,D1 antag,RXFP1 antagonist,D1 ag,D2 antag,D2 ag
COc1ccccc1CP(=O)(c1ccccc1)c1ccccc1,4.6,-0.1,6.6,1.4,-7.3,.,0.8,-16.5,0.0
Clc1ccccc1-c1nn2c(-c3ccncc3)nnc2s1,-5.0,-1.6,5.7,2.0,-13.7,3.7,2.3,-1.3,-0.7
Cc1noc(C)c1S(=O)(=O)Nc1ccccc1Oc1ccccc1,-2.4,-2.3,0.3,3.3,-6.9,3.2,1.2,-19.4,-1.0
COc1ccc(COC(=O)N/N=C/c2cccs2)cc1,-5.9,0.1,-0.6,1.2,-7.8,3.0,6.2,0.8,-0.7
Cn1c(N2CCN(C(=O)Nc3ccc(C(F)(F)F)cc3)CC2)nc2ccccc21,-3.8,-0.5,-8.7,0.5,-5.5,-7.0,0.2,9.6,-0.2
CCOCCCNC(=S)NCCNc1nc2c(C)cccc2cc1C#N,-7.0,-1.3,-0.5,5.3,-5.9,-19.5,1.8,16.0,-0.8
CC(=O)Nc1ccccc1-c1nc2cc(C#N)c(C#N)cc2[nH]c1=O,6.0,0.2,8.0,7.4,-2.4,4.8,2.6,-0.4,-1.1
CCCC(C)n1[nH]c(=O)c2c(C)cc(C)nc21 (configuration not stated),-4.8,1.0,33.0*,-3.2,-24.5,-3.1,2.2,-9.1,0.2
CCNC(=O)CC1C(=O)N(c2ccc(OC)cc2)C(=O)N1CCOC (configuration not stated),4.2,0.8,-9.8,-2.8,-5.5,-0.7,0.2,-0.5,0.2
CCn1nc(C)c(/C=N/NC(=O)c2c[nH]c3ccccc23)c1C,-6.6,0.4,-1.6,17.7,0.5,-11.2,-0.8,15.4,0.6
Cc1ccc(NC(=O)CN2CCC3(O)CCCCC3C2c2ccc3c(c2)OCO3)c(C)c1 (configuration not stated),0.1,0.1,-11.0,13.1,30.0,1.5,0.7,7.2,0.4
CCc1nnc(NC(=O)c2c(OC)cccc2OC)s1,-1.4,0.1,6.8,5.8,-0.3,1.2,1.9,1.4,0.0
CCc1ccc(S(=O)(=O)N2CCN(c3ccccc3OC)CC2)cc1,-7.0,-0.3,-4.9,-7.3,-13.6,-25.6,1.0,5.5,1.6
Cn1nc(C(=O)Nc2ccc(Cl)cc2)cc1C(=O)Nc1ccc(Cl)cc1,1.5,0.1,6.4,-7.8,7.2,8.8,1.6,5.5,0.3
CNS(=O)(=O)c1cc(C(=O)OCC(=O)NC2CCCc3ccccc32)ccc1Cl (configuration not stated),3.1,0.4,-0.2,6.3,25.6,1.3,2.0,5.7,0.9
O=[N+]([O-])c1ccc2[nH]c(O)c(N=NC(=S)Nc3cccnc3)c2c1,7.8,0.7,3.1,3.8,7.4,?,0.4,-4.4,0.0
CCN(CC)C(=O)Cn1c(=O)n(CCCCCC(=O)NCc2ccc(C)cc2)c(=O)c2sccc21,0.1,0.1,-3.2,-0.7,3.0,2.2,-1.4,.,-0.9
CCOC(=O)C1CCN(c2c(NCc3ccc(C(=O)NC4CCCC4)cc3)c(=O)c2=O)CC1,0.2,-0.3,4.1,0.9,-7.1,.,5.1,-24.4,-1.1
CN(C)C(=S)c1ccc2ccccc2n1,-8.8,0.4,-6.1,-3.8,-8.4,-9.3,4.4,-15.7,0.8
CCOc1ccc(NC(=O)CSc2nc3ccsc3c(=O)n2C(C)CC)cc1 (configuration not stated),0.5,-0.4,-3.2,-10.0,45.7,2.4,0.5,.,0.3
COc1cccc(N2CCN(C(=O)c3cccn3-c3nnc(N4CCCC4)s3)CC2)c1,-3.2,-0.8,-1.2,2.9,-1.7,4.0,3.2,.,-0.7
CCN(CC)CCCN(Cc1cc2cc(OC)ccc2[nH]c1=O)C(=O)Nc1ccccc1,-5.3,-0.9,8.6,3.5,0.5,-9.7,0.8,0.0,-0.2
COc1ccccc1OCCn1c(SCC(N)=O)nc2ccccc21,-2.9,0.0,-2.5,-2.6,-6.4,-19.5,1.2,5.4,0.1
CCNS(=O)(=O)c1ccc(CCC(=O)Nc2ccc(C(=O)OC)cc2)cc1,-9.5,-1.2,6.6,1.6,11.2,2.8,8.4,6.4,-1.7
Cn1c(=S)n(/N=C/c2ccc3c(c2)OCO3)c2ccccc21,1.0,0.0,-4.1,10.1,7.0,-1.0,1.4,-6.1,1.1
Cc1cc(NS(=O)(=O)c2ccc(NC(=O)COc3ccccc3C(C)(C)C)cc2)no1,0.2,0.2,10.2,0.2,-1.9,-11.9,6.1,5.7,1.7
COc1cc(C(=O)Nc2ccc(S(=O)(=O)Nc3cc(C)on3)cc2)cc(OC)c1OC,-1.6,-0.1,-10.5,8.5,-79.3*,-6.7,-0.4,-4.7,0.1
CC(C)C(=O)Nc1c2c(nc3ccccc13)N(C)CC2,-10.5,-0.1,1.3,-1.2,-4.1,11.2,1.3,3.8,0.2
CCCNC(=O)c1nn2c(C(F)(F)F)cc(-c3ccccc3)nc2c1Cl,-2.1,0.3,.,2.3,-3.2,-5.7,2.7,.,.
Cc1ccc(CNCC(O)(c2ccccc2)c2ccc(Cl)cc2)cc1 (configuration not stated),-4.2,1.3,3.3,0.2,18.4,-18.2,18.9,-21.8,0.1
COc1ccc(OC)c(NC(=S)NC(=O)c2ccc(Br)o2)c1,-1.3,2.5,-12.9,6.3,9.8,-4.6,1.3,6.4,0.3
O=C(Nc1cccc(C(F)(F)F)c1)c1cc2c(=O)c3ccccc3oc2nc1C(F)(F)F,-4.0,-0.6,-7.4,2.7,-1.8,-12.8,2.0,-13.9,-2.7
COC(=O)C(F)(F)Sc1c(C)[nH]c2ccccc12,-1.4,-0.1,3.7,-12.4,1.2,-3.4,2.6,1.3,1.0
O=C(O)c1nc(N2CCCC2)ncc1Cl,-1.4,-1.5,5.3,-4.6,1.4,9.8,6.0,29.8,0.2
CN1/C(=C\C(=O)CSc2nncn2C)C(C)(C)c2ccccc21,-8.2,-1.0,5.1,-2.2,-10.6,23.7,1.3,10.1,-0.9
Cn1c(=O)c2c(nc(-n3ccnc3)n2Cc2ccccc2)n(C)c1=O,-1.6,-0.5,-2.8,5.8,18.8,-1.1,2.6,-6.8,-2.3
CC(NC(=O)c1ccncc1)c1ccccc1 (configuration not stated),-5.6,0.5,4.9,-7.8,-3.1,2.2,0.9,1.2,0.2
COc1ccccc1OCC(=O)NNC(=O)C(=O)N1CCCC1,-8.2,0.8,0.2,5.0,-1.1,4.2,-1.7,-11.8,0.4
CCOC(=O)/C(C#N)=C1\CC2CCC1(C)C2(C)C (configuration not stated),-1.6,-0.2,.,-1.2,-6.7,-9.6,1.3,.,.
O=C(NCc1ccc2c(c1)OCO2)C1CCN(Cc2cnn(-c3ccccc3)c2-n2cccc2)CC1,-2.9,-0.2,-16.4,2.4,8.3,-14.2,6.4,-0.2,-0.6
CS(=O)(=O)N(CC(=O)N1CCCCC1)c1ccc(Cl)c(C(F)(F)F)c1,-0.4,0.1,2.0,12.4,-7.6,1.0,10.5,-0.4,0.6
Cc1nn(C)c(C)c1NC(=O)c1ccnn1C,-1.6,0.3,-0.2,4.3,7.4,-9.3,3.0,-0.7,-0.3
CCO[C@@H]1OC(C(=O)N2CCN(Cc3ccc4c(c3)OCO4)CC2)=C[C@H](C)[C@H]1CCCO,-2.4,-0.2,-5.2,6.2,2.8,.,-4.6,-4.3,4.3
CC(C)(C)NC(=O)C12CC3CC(CC(Cl)(C3)C1)C2,0.6,-0.4,9.2,-0.4,4.8,-12.7,1.3,-5.9,0.3
COc1ccc(OCCC(=O)NC2=NCCS2)cc1,-2.6,2.6,-2.6,2.4,5.6,7.8,4.3,9.8,1.9

# Part of the list above in order of heavy-atom count, rising.
SMILES,D1 potentiator,TRHR agonist,D2 PAM,TRHR enhancer,D1 antag,RXFP1 antagonist,D1 ag,D2 antag,D2 ag
CC(NC(=O)c1ccncc1)c1ccccc1 (configuration not stated),-5.6,0.5,4.9,-7.8,-3.1,2.2,0.9,1.2,0.2
COC(=O)C(F)(F)Sc1c(C)[nH]c2ccccc12,-1.4,-0.1,3.7,-12.4,1.2,-3.4,2.6,1.3,1.0
COc1ccc(OCCC(=O)NC2=NCCS2)cc1,-2.6,2.6,-2.6,2.4,5.6,7.8,4.3,9.8,1.9
CS(=O)(=O)N(CC(=O)N1CCCCC1)c1ccc(Cl)c(C(F)(F)F)c1,-0.4,0.1,2.0,12.4,-7.6,1.0,10.5,-0.4,0.6
O=C(NCc1ccc2c(c1)OCO2)C1CCN(Cc2cnn(-c3ccccc3)c2-n2cccc2)CC1,-2.9,-0.2,-16.4,2.4,8.3,-14.2,6.4,-0.2,-0.6

# Limited to D1 antag and D1 potentiator, for some of the entries so far:
canonical_smiles	D1 antag	D1 potentiator
COc1ccc(OCCC(=O)NC2=NCCS2)cc1	5.6	-2.6
CN1/C(=C\C(=O)CSc2nncn2C)C(C)(C)c2ccccc21	-10.6	-8.2

# Continued.
SMILES,D1 potentiator,TRHR agonist,D2 PAM,TRHR enhancer,D1 antag,RXFP1 antagonist,D1 ag,D2 antag,D2 ag
COc1ccc(-c2cn3cccnc3n2)cc1NC(=O)c1cccs1,0.9,-0.7,.,-4.7,0.4,14.8,1.2,.,.
Nn1c(CSc2ccccn2)nc2ccccc2c1=O,-5.8,-0.1,-4.4,-0.4,-6.0,8.6,2.4,22.3,-0.8
CCN(c1ccccc1)S(=O)(=O)c1cc(C(=O)NCc2ccccn2)ccc1C,-5.0,-0.1,-2.3,1.1,-89.3*,-3.5,1.1,-6.9,-0.7
CCOc1ccc(NC(=O)C(C)Sc2nc3ncccc3o2)cc1 (configuration not stated),-2.0,0.1,13.6,0.9,16.1,-4.0,0.9,.,.
COc1ccc(CC(=O)NCC(c2cccs2)S(=O)(=O)c2ccc(F)c(C)c2)cc1 (configuration not stated),1.0,-1.0,-0.5,-1.2,0.3,12.4,1.2,.,-1.8
NC(=O)NC(CC(=O)NCCc1ccc(S(N)(=O)=O)cc1)c1ccccc1Cl (configuration not stated),-4.8,1.0,-4.0,0.5,-8.2,-0.6,1.4,-5.3,0.6
COC(=O)/C(=C1/Oc2ccc(C)cc2S1)C(F)(F)F,-4.4,-0.3,-0.2,4.4,7.0,-2.2,3.5,-2.4,0.8
CCOc1ccc(NC(=O)CN(C)C(=O)Cn2c(=O)oc3ccccc32)cc1OCC,-7.2,-0.3,-3.3,-9.3,-11.8,-14.0,1.0,-4.0,0.5
COC(=O)c1ccc(N=NN2CCCCCC2)cc1,-7.8,-0.6,21.3,0.6,-1.1,.,1.0,-6.9,-1.0
CC1Oc2ccccc2C=C1C1/C(=C(/O)c2ccccc2)C(=O)C(=O)N1CCCN(C)C (configuration not stated),-4.3,-0.2,4.8,-3.5,4.1,-2.2,4.0,-3.6,0.7
Cn1c(Cl)cnc1C(O)c1ccccc1 (configuration not stated),-7.2,-0.1,-3.9,-3.7,11.3,-21.8,3.2,4.9,-0.1
Cc1ccc(S(=O)(=O)N2CCN(C(=O)c3cc(S(=O)(=O)N(C)C)ccc3N3CCCC3)CC2)c(C)c1,-1.1,0.6,4.9,6.4,3.0,-21.3,-1.1,-3.7,0.7
